# Source: PubChem (several laboratories)
# p47phox inh: p47phox (human) inhibition; inhibition, % at 24.7 µM; 220,000 tested, 0.53% active; p47phox/p22phox peptide binding, fluorescence polarization, 2 h; AID 1274;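 active means inhibition above about 30%, limit read from the data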;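 further: 0% = p47phox with labelled peptide and 100% = labelled peptide alone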
# Target sequence (P14598 whole entry, looked up): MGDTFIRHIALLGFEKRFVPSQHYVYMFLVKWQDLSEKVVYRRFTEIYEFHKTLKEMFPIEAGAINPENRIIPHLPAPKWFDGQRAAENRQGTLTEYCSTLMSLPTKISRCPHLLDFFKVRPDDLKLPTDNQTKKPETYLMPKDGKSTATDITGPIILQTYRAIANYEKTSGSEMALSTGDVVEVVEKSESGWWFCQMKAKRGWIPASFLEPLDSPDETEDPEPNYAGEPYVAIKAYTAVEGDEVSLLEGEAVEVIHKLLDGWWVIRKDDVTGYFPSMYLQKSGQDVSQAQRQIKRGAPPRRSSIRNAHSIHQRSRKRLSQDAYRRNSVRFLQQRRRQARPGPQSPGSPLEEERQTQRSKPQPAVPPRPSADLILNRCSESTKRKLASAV
# Ba/F3 V617F tox: reduce viability of Ba/F3 cells dependent on JAK2V617F; 220,000 tested, 1.1% active; Ba/F3 EpoR-JAK2V617F viability, ATP luminescence; inhibition, % at 5.6 µM;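 active means inhibition above the campaign mean plus 3 SD over all tested compounds, cut at about 24% in these data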;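 further: cytokine-independent growth of Ba/F3 cells driven by EpoR plus mutant JAK2; 0% = DMSO-treated cells and 100% = JAK inhibitor I control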
# Tb hexokinase: T. brucei hexokinase 1 inhibition. recombinant TbHK1, G6PDH-coupled NADH A340. inhibition, % at 10 µM. 220,000 tested, 0.11% active. AID 1430;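 active means inhibition of 50% or more in the single-dose primary screen; inactive means inhibition below 50%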
# PGE2 EP2 inh: EP2 receptor (human) inhibition. C6 glioma cells expressing human EP2, cAMP TR-FRET; cells stimulated with saturating PGE2. AID 1422. inhibition, % at 25 µM. 260,000 tested, 0.52% active;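 active means percent inhibition above 40 after rounding to a whole number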;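 further: rat C6 glioma host cells with rolipram phosphodiesterase inhibitor present; the protocol text gives 20 µM as final concentration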
# Target sequence (P43116 whole entry, looked up): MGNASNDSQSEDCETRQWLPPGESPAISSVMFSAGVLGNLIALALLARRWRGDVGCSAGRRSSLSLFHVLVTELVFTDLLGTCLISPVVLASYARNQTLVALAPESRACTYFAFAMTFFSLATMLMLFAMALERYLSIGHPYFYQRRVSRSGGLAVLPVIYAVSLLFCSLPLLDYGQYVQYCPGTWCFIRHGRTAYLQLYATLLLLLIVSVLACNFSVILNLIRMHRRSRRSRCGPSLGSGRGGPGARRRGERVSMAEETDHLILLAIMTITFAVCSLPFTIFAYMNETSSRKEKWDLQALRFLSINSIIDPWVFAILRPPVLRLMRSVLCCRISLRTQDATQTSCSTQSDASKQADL
# PPC-1+TRAIL kill: compounds killing PPC-1 cancer cells with TRAIL present (potentiator screen, no TRAIL-free arm) | PPC-1 cells + TRAIL, ATPLite viability luminescence | cell killing (% activity), % at 4 µM | 220,000 tested, 0.41% active | AID 1443;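 active means cell killing above 50% in the first pass at 4 µM, then a duplicate retest at 5 µM averaging 50% or more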;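 further: plate controls were cells with TRAIL plus DMSO for no effect and medium-only wells lacking cells for full effect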
# Furin inhibitor: human furin inhibition. 220,000 tested, 0.061% active. inhibition, % at 30 µM. AID 463115. purified furin, fluorogenic substrate cleavage. P09958; in the data active means inhibition above about 25%; further: inactives centre near -15
# RBBP9 inhibitor: human RBBP9 hydrolase inhibition; 220,000 tested, 0.2% active; inhibition, % at 7.94 µM; recombinant RBBP9, FP-Rh probe fluorescence polarization; O75884;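 active means inhibition above the campaign mean of all tested compounds plus 3 SD, cut at about 14% in these data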;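 further: plate controls were DMSO wells with RBBP9 for no effect and wells lacking RBBP9 protein for full effect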
# Target sequence (O75884 whole entry, looked up): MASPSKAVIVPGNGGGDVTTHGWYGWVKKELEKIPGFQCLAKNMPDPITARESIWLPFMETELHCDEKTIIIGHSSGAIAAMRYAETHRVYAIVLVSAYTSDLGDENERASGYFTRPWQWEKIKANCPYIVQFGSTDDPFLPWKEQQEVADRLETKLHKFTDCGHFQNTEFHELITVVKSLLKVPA
#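 Assay system: recombinant human RBBP9; Reagent: Serine-hydrolase probe FP-Rh, 375 nM pre-mixing; Doses: 7.94 µM single dose, 0.794% DMSO; Incubation: 30 min then 45 min, 25 °C; Detection: fluorescence polarization (mP), excitation 525 nm, emission 598 nm; Evaluation: percent inhibition from mP, scaled between DMSO and no-protein wells.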
# p97 ATPase inh: inhibitors of human p97 ATPase | P55072 | recombinant p97 ATPase, Kinase-Glo ATP luminescence, 3 h | inhibition, % at 8 µM | 220,000 tested, 0.42% active; in the data active means inhibition above about 15%;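 further: 0% = DMSO vehicle and 100% = wells lacking enzyme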
# BaF3 parental: reduces parental Ba/F3 cell viability, JAK2V617F counter-screen | CellTiter-Glo ATP luminescence | inhibition, % at 5.6 µM | 220,000 tested, 1.1% active;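 active means inhibition above a per-campaign cutoff, the mean inhibition of all tested compounds plus 3 SD, cut at about 27% in these data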;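 further: 0% = DMSO wells and 100% = JAK Inhibitor I control wells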
# Numbers without * were called inactive; . = not tested or not shown; & = joins results of further samples; [ ] = another dose, or the depositor's remark. This is a subset; rates above refer to the full screens.
SMILES,p47phox inh,Ba/F3 V617F tox,Tb hexokinase,PGE2 EP2 inh,PPC-1+TRAIL kill,Furin inhibitor,RBBP9 inhibitor,p97 ATPase inh,BaF3 parental
CN(C)S(=O)(=O)c1cccc(-c2csc(N/N=C/c3ccco3)n2)c1,-16,-4,-30,12,16,-7,-2,9,7
COC(=O)NC(NC(=S)Nc1cccc(C)c1)C(Cl)(Cl)Cl (stereo unspecified),-4,1,0,16,7,-20,-6,-2,5
O=C(NC1CCCCC1)c1cc(C2CC2)on1,0,-5,2,5,21,-16,0,3,-4
CCC1=NN2C(=N)/C(=C\c3cccn3-c3cccc(Cl)c3)C(=O)N=C2S1,-23,3,-2,1,-2,-10,1,0,10
COC(=O)c1ccn(-c2nc(-c3ccco3)cc(C(F)(F)F)n2)n1,-16,1,-39,5,9,-16[20 µM],10,2,5
CC1(C)C2CCC1(C)C(OC(=O)CSc1nc(N)cc(=O)[nH]1)C2 (stereo unspecified),-20,-5,7,22,-10,-28[20 µM],-1,2,-1
COC(=O)Oc1ccc(/C=N/NC(=O)CN(c2ccccc2Cl)S(C)(=O)=O)cc1OC,-7,0,-20,12,14,-17[20 µM],-11,-2,3
Cc1cc(O)ccc1N/C=C/c1onc(C)c1[N+](=O)[O-],0,-6,-17,4,15,-22,7,7,-1
CCc1nc(N[C@H](C(=O)O)C(C)C)c2oc3ccccc3c2n1,1,-4,-1,4,-4,-10,-2,4,-4
O=C(NCc1cccs1)C1CCCN1S(=O)(=O)c1ccccc1F (stereo unspecified),-6,-3,-6,4,2,-15,-2,-3,4
O=C(Nc1ccc(Cl)cc1)c1csc(-c2ccncc2)n1,-49,0,-2,7,8,-16,-5,5,1
COc1ccc2c(c1)-c1c(ssc1=S)C(C)(C)N2C(=O)CSC1=NCCS1,-6,-3,-5,12,14,-20[20 µM],0,5,-6
COc1cccc(/C=N/n2nnnc2N)c1OCc1ccccc1Cl,-10,-3,0,7,20,-24[20 µM],-2,-6,-1
CCn1c(CSc2nnc(C)n2-c2ccccc2)nc2cc(S(=O)(=O)N(C)C)ccc21,7,0,-6,8,10,-12,-8,5,-1
CCOC(=O)c1sc(NC(C)=O)nc1-c1ccccc1,-22,4,4,9,13,-11[20 µM],-8,-1,9
O=C(C1CCCN1S(=O)(=O)c1ccc(Cl)c(Cl)c1)N1CCOCC1 (stereo unspecified),6,2,11,15,0,-8,-11,-1,4
O=C(Cn1nnc2ccccc21)N/N=C/c1ccco1,-4,3,2,12,13,-13,2,2,8
Cc1ccc(CNC(=O)CN2CCN(Cc3ccc(Cl)cc3)C2=O)cc1,-7,-2,1,14,-2,-20[20 µM],5,-2,0
Cc1ccc(NC(=O)CCSCCC(=O)Nc2ccc(C)c(C)c2)cc1C,-52,6,4,16,14,-18[20 µM],-12,0,10
CCCc1cc(=O)[nH]c(SCC(=O)NCCC2=CCCCC2)n1,-3,5,6,3,14,-27,-5,-6,9
CCN(CC)C(=O)CSc1nc2sc(C)c(C)c2c(=O)[nH]1,-32,7,-1,17,1,-7[20 µM],2,-3,12
c1ccc(C[n+]2c(-c3ccccc3)csc2Nc2ccccc2)cc1,-6,3,-11,9,13,-12,-5,-1,10
CC(=O)OC1COC(N2CCc3cc([N+](=O)[O-])ccc32)C(OC(C)=O)C1OC(C)=O (stereo unspecified),-12,-1,-4,3,22,-4[20 µM],1,3,7
O=C1/C(=C\c2ccsc2)NC(=S)N1c1ccccc1,-12,-2,-10,3,12,-21,-1,8,1
Cc1ccc(Nc2nc(N)nc(CN3CCC(C)CC3)n2)c(C)c1,-8,-2,-6,17,.,-18[20 µM],-10,-1,89*
O=[N+]([O-])c1ccc(Cl)c(S(=O)(=O)N2CCCCCC2)c1,-5,-2,1,6,-10,-17,-1,2,1
Cc1cc(C)cc(N(C(=O)CCC(=O)Nc2ccccn2)C(C(=O)NC(C)C)c2ccc(O)cc2)c1 (stereo unspecified),11,3,0,7,8,-10,-3,-6,0
COC(=O)c1c(NC(NC(=O)c2ccccc2)(C(F)(F)F)C(F)(F)F)sc2c1CCN(C)C2,-9,2,-26,3,5,-13,-5,1,4
Cc1cc2nnc(SCC(=O)NCc3cccs3)n2c2ccccc12,-7,31*,-3,9,15,-2[20 µM],-6,-4,40*
N#C/C(=C\c1cccs1)C(=O)c1ccccc1,-34,-2,-17,10,27,-9,-4,7,-2
CNc1nc2c3ccccc3n(C(C)=O)c2s1,-1,-5,-9,12,12,-19[20 µM],-6,5,2
Cc1ccc(C(=O)C2COC(=O)C2)cc1 (stereo unspecified),-1,-2,-7,8,18,-18[20 µM],-5,3,2
COCCn1c(SCC(=O)N2CCCc3ccccc32)nnc1-c1ccco1,-4,4,3,5,8,-3[20 µM],-2,-11,8
CCOC(=O)CN1C(=O)C(Sc2n[nH]c(-c3ccccc3)n2)CCc2ccccc21 (stereo unspecified),-3,3,-7,4,0,-12[20 µM],-3,0,6
CCOc1ccc(C)cc1S(=O)(=O)N1CCCCC1,-5,-4,4,4,14,-16[20 µM],4,6,2
Cn1c(=O)n(C)c2cc(NC(=O)CCl)ccc21,-6,2,1,13,17,-16[20 µM],-11,5,5
COc1cccc(NC(=O)CN(C)CC(=O)Nc2ccccc2-c2ccccc2)c1,-2,0,1,6,19,-30,-7,2,3
O=c1c(Cl)c(N2CCCCC2)cnn1-c1nc2ccccc2[nH]1,-17,16,-25,10,92*[5 µM],1[20 µM],-6,-46,15
COC(=O)c1ccc(N2CCN(CC(=O)c3ccc(-c4ccccc4)cc3)CC2)c([N+](=O)[O-])c1,-18,-4,-8,.,31,-14[20 µM],-3,4,0
Nc1c(C(=O)NCc2ccco2)nnn1-c1ccccc1,-9,1,8,11,7,-28,-1,5,2
C/C=N/NC(=O)CCNC(=O)c1ccccc1,-7,0,-3,5,1,-17,-8,2,3
CCc1ccc(NC(=O)CC2C(=O)Nc3c2c(=O)n(C)c(=O)n3C)cc1 (stereo unspecified),-2,2,-5,12,15,-16[20 µM],-1,-2,-1
Cc1cc(C)cc(OCC(=O)Nc2nc3ccc([N+](=O)[O-])cc3s2)c1,-5,9,5,17,36,5[20 µM],-2,-1,7
O=S(=O)(c1ccccc1)c1cnc(-c2cccnc2)nc1-c1ccccc1,-3,7,2,5,-5,-14,0,0,4
Clc1ccc(-n2cccc2/C=N/n2cnnc2)cc1,-9,2,-32,15,2,7[20 µM],-7,-6,6
CCOC(=O)COc1nc(-c2ccco2)cc(-c2ccco2)c1C#N,-39,0,-23,11,14,-29,-15,2,2
CCC(CC)C(=O)N1CCN(Cc2nc3ccccc3c(=O)[nH]2)CC1,-4,0,1,10,.,-17,-8,5,5
Fc1ccc2c(c1)C1C=CCC1C(c1cc3c(cc1Br)OCO3)N2 (stereo unspecified),-18,1,1,9,10,-11[20 µM],-2,-1,6
Cc1ccccc1/C(N)=N/OC(=O)c1ccc(F)cc1,-1,-2,3,3,22,-19,1,7,1
CC1CCN(C(=O)CN(CCc2ccccc2)S(C)(=O)=O)CC1,-5,-1,1,8&10,-4,-17,-2,4,5
COC(=O)CCCC1=CC2=CC(=O)C(C)(OC(=O)c3cccs3)C(=O)C2=CN1Cc1ccc2c(c1)OCO2 (stereo unspecified),-14,.,-39,19,3,-16,.,.,.
Cc1cc(NC(=O)CSc2nnc(C)c(=O)n2N)no1,.,2,-7,6,2,-27,-4,1,5
CCCCCCCC1(C)NC(=O)N(c2ccccc2)N1 (stereo unspecified),-36,-2,8,12,21,-17[20 µM],0,-2,-1
O=S1(=O)NC(=NCc2ccco2)c2ccccc21,-7,7,2,7,28,-10[20 µM],0,-3,5
CCN(CC)c1ccc(C(=S)NCc2ccccc2)cc1,-5,-1,-5,4,-8,-17,0,-6,0
COC(=O)c1cc(OC)c(OC)cc1NC(=O)Cc1cccs1,-9,3,-2,10,.,-18,-11,-3,9
O=C(/C=C/c1cccc(C(F)(F)F)c1)Nc1cccc(C(F)(F)F)c1,-5,-2,14,0,3,-14,-27,6,3
CCCOc1ccc2nc(C)c(CCC)c(SC(=N)N)c2c1,-7,3,1,17,-13,-8,-10,-12,-5
O=C(O)c1cc(-c2ccccc2)n(-c2ccc(Cl)cc2)n1,-11,2,3,2,11,-27,-12,7,6
O=C(O)CCC(NS(=O)(=O)c1ccc(-c2ccccc2)cc1)C(=O)O (stereo unspecified),-3,2,-2,3,22,-19[20 µM],6,1,6
COc1ccc(NC(=S)NCCc2ccccc2)c(OC)c1,5,-5,-4,9,-6,-14[20 µM],7,4,4

# Reformatted with values under each structure: part of the list above
# Each structure is followed by: p47phox inh, Ba/F3 V617F tox, Tb hexokinase, PGE2 EP2 inh, PPC-1+TRAIL kill, Furin inhibitor, RBBP9 inhibitor, p97 ATPase inh, BaF3 parental
O=S1(=O)NC(=NCc2ccco2)c2ccccc21
    -7, 7, 2, 7, 28, -10[20 µM], 0, -3, 5
CCN(CC)c1ccc(C(=S)NCc2ccccc2)cc1
    -5, -1, -5, 4, -8, -17, 0, -6, 0

# One compound at a time, from the list above.
# Profile of CCCCCCCC1(C)NC(=O)N(c2ccccc2)N1 (stereo unspecified) = p47phox inh = -36; Ba/F3 V617F tox = -2; Tb hexokinase = 8; PGE2 EP2 inh = 12; PPC-1+TRAIL kill = 21; Furin inhibitor = -17[20 µM]; RBBP9 inhibitor = 0; p97 ATPase inh = -2; BaF3 parental = -1
# Profile of CCN(CC)c1ccc(C(=S)NCc2ccccc2)cc1 = p47phox inh = -5; Ba/F3 V617F tox = -1; Tb hexokinase = -5; PGE2 EP2 inh = 4; PPC-1+TRAIL kill = -8; Furin inhibitor = -17; RBBP9 inhibitor = 0; p97 ATPase inh = -6; BaF3 parental = 0

# Sorted by number of heavy atoms (high to low): 7 of the compounds above.
SMILES,p47phox inh,Ba/F3 V617F tox,Tb hexokinase,PGE2 EP2 inh,PPC-1+TRAIL kill,Furin inhibitor,RBBP9 inhibitor,p97 ATPase inh,BaF3 parental
COC(=O)CCCC1=CC2=CC(=O)C(C)(OC(=O)c3cccs3)C(=O)C2=CN1Cc1ccc2c(c1)OCO2 (stereo unspecified),-14,.,-39,19,3,-16,.,.,.
CCOC(=O)COc1nc(-c2ccco2)cc(-c2ccco2)c1C#N,-39,0,-23,11,14,-29,-15,2,2
CC1CCN(C(=O)CN(CCc2ccccc2)S(C)(=O)=O)CC1,-5,-1,1,8&10,-4,-17,-2,4,5
COc1ccc(NC(=S)NCCc2ccccc2)c(OC)c1,5,-5,-4,9,-6,-14[20 µM],7,4,4
O=C(O)c1cc(-c2ccccc2)n(-c2ccc(Cl)cc2)n1,-11,2,3,2,11,-27,-12,7,6
Cc1cc(NC(=O)CSc2nnc(C)c(=O)n2N)no1,.,2,-7,6,2,-27,-4,1,5
O=S1(=O)NC(=NCc2ccco2)c2ccccc21,-7,7,2,7,28,-10[20 µM],0,-3,5
